# Assay outcomes from PubChem.
# Sm TGR inh – qHTS Assay for the Inhibitors of Schistosoma Mansoni Peroxiredoxins; Schistosoma mansoni thioredoxin glutathione reductase (TGR), Q962Y6; 360,000 tested, 3% active; Potency, µM (series often up to 114 µM), inactives show top-dose activity change, negative = inhibition, most hits filed as inhibitors; purified TGR, DTNB reduction, TNB absorbance 405 nm; further: nearly all actives have a fitted effect of over 60% in size
#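 Kinetic colorimetric format: TGR-catalysed, NADPH-driven DTNB reduction monitored via TNB absorbance. Enzyme dispensed at 20 nM; compound exposure 15 min at room temperature before reaction start.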
# Pf growth 48h – Primary qHTS for delayed death inhibitors of the malarial parasite plastid, 48 hour incubation. P. falciparum luciferase growth in erythrocytes, 48 h. Potency, µM (top dose mostly 28.7 µM), for inactives: at the top dose activity change, negative = inhibition, most hits filed as inhibitors. 310,000 tested, 5.9% active
#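 Cell-based growth assay: transgenic P. falciparum expressing firefly luciferase, cultured in red cells within RPMI 1640 containing 0.5% w/v Albumax, 24 mM bicarbonate and gentamycin. A drop in luciferase activity indicates inhibition.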
# HCV inhibitor – qHTS Assay for Inhibitors of Hepatitis C Virus (HCV) | 340,000 tested, 3.4% active | Potency, µM (top dose mostly 41.8 µM), inactives show at the highest dose activity change, negative = inhibition, usual class: inhibitors | Huh7.5.1 HCVcc-Cre infection, luciferase reporter, 44 h
#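 Compounds are dispensed onto cells plated 4 h earlier at 1,000 per well, with HCVcc-Cre virus (about 0.5 moi) added next. Following 44 h of culture, luminescent signal is measured for 15 sec after 15 min with substrate at room temperature.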
# LmPK inh – qHTS Assay for Inhibitors of Leishmania Mexicana Pyruvate Kinase (LmPK). purified LmPK, Kinase-Glo ATP luminescence, 1 h. Potency, µM (highest dose often 57.5 µM), for inactives: at the highest dose activity change, negative = inhibition, usual class: inhibitors. 290,000 tested, 0.37% active. AID 1721, 2009
# Target sequence (Q27686 whole entry, looked up): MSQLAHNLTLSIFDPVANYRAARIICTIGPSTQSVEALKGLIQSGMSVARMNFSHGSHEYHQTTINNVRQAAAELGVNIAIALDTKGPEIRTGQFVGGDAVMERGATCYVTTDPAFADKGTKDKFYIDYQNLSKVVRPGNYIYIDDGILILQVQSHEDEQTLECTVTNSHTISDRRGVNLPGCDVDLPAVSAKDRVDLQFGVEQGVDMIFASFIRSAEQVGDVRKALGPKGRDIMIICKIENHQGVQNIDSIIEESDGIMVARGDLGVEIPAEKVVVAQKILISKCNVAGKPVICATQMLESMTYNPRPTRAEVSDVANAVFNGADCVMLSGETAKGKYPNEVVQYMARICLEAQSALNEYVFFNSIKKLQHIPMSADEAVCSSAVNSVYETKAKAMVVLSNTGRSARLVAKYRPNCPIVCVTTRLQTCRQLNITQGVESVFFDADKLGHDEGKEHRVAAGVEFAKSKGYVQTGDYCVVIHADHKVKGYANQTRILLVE
#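 Purified LmPK (0.1 nM) with 0.5 mM PEP and 0.1 mM ADP in imidazole buffer pH 7.2 with MgCl2/KCl, 1 h at room temperature. ATP formed was read by luciferase luminescence and normalized to no-enzyme and uninhibited controls.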
# Pf growth 96h – Primary qHTS for delayed death inhibitors of the malarial parasite plastid, 96 hour incubation | AID 504834, 2011 | P. falciparum luciferase reporter growth, 96 h | 320,000 tested, 6.9% active | Potency, µM (titrated, usually from 28.7 µM), for the others: top-dose activity change, negative = inhibition, hits mostly inhibitors
#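 P. falciparum expressing integrated firefly luciferase, in erythrocytes at 2% hematocrit, 0.05% parasitemia, incubated with compounds 96 h at 37 C, 5% CO2. Growth inhibition read as loss of luminescence; two-generation exposure targets delayed-death apicoplast inhibitors.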
# Tb PYK inh – qHTS of Trypanosoma Brucei Inhibitors; pyruvate kinase (Trypanosoma brucei), Q57TT1; TbPYK enzyme, Kinase-Glo Plus ATP luminescence, 45 min; Potency, µM (doses to about 76.8 µM), for inactives: at the highest dose activity, negative = inhibition, most hits filed as inhibitors; 410,000 tested, 0.12% active; further: nearly all actives have a fitted effect of over 50% in size
#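 In this concentration-response screen, enzyme-free wells defined baseline while DMSO plates tracked drift. Each reaction combined TbPYK, substrate, compound and 130 uM ADP for 45 min at room temperature. Kinase-Glo Plus luminescence gave the signal.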
# Starred values were filed as active, the others as inactive; i = inactive; ? = inconclusive; . = not tested or not shown; [ ] = another dose, or the depositor's remark. The call rests on the fitted dose curve; in most records, active means well fitted curve in the direction sought with a large enough effect; inconclusive means small, poorly fitted or top-dose-only effect, or another doubt; inactive means no such curve, though single readings can be large; an effect the other way counts as inactive or inconclusive. On the % scale 0 is the no-effect control and ±100 the full control effect; potency means the concentration at half of the fitted maximal effect. Rows were taken by chance (roughly 16% active in at least one column).
SMILES,Sm TGR inh,Pf growth 48h,HCV inhibitor,LmPK inh,Pf growth 96h,Tb PYK inh
COCCCNC(=O)C(=O)N/N=C/c1cc2c(cc1Br)OCO2,.,17.8%,6.2%,-1.4%,15.2%,-4.4%
Cc1cccc(N2CCN(C(=O)c3cc(COc4ccc(F)c(F)c4)on3)CC2)n1,5.5%,26.5%,17.5%,3.4%,22.7%,1.6%
COc1cc(CC(NC(C)=O)C(=O)NC2CCN(C(=O)Nc3ccccc3Cl)CC2)cc(OC)c1 (stereo not given),30.2%,24.5%,-3.3%,0.8%,-4.0%,1.6%
Cn1c(=O)[nH]c(=O)c2[nH]c(NCCCN3CCOCC3)nc21,1.1%,4.2%,19.7%,-1.0%,.,4.7%
CNc1cnn(-c2ccc(C)cc2)c(=O)c1Sc1ccc(C)cc1,0.1%,-1.6%,-27.7%,1.5%,-22.8%,3.9%
CCCC[n+]1ccn(C2=C([O-])c3ccccc3C(=O)/C2=N\S(=O)(=O)c2ccc(Br)cc2)c1,-18.7%,3.29µM*,10µM*,1.7%,?,1.6%
CC(=O)N1c2ccc(S(=O)(=O)N3CCCCC3)cc2CC1C(=O)Nc1cccc(C)c1 (stereo not given),-0.7%,?,-23.0%,-4.8%,-27.0%,-12.2%
O=C(Nc1ccccn1)c1cc(-n2cnnc2)ccc1Cl,-2.3%,7.8%,7.6%,-1.3%,.,0.0%
CCOC(=O)C1CCCN(c2ccc(NC(=O)c3snc4c(=O)[nH]cnc34)cc2)C1 (stereo not given),-17.9%,?,-25.5%,-2.3%,.,-6.2%
COCCCNC(=O)c1cc(OC)c(OC)c(OC)c1,16.2%,9.4%,6.0%,1.8%,?,-2.9%
CC(C)Nc1nc(NC(C)C)nc(Nn2cnnc2)n1,.,-3.6%,6.1%,3.0%,1.4%,0.2%
CC1CC(=O)c2cnc(Nc3ccccc3)nc2C1 (stereo not given),6.6%,229.7%[activator],3.3%,-12.0%,.,-3.3%
COc1ccc(-c2csc3nc(C)nc(N4CCCCC4)c23)cc1OC,-3.1%,?,?,-2.8%,4.65µM*,2.5%
CCCC(=O)Nc1c2c(nn1-c1ccc([N+](=O)[O-])cc1)CS(=O)(=O)C2,5.4%,20.8%,-7.9%,0.4%,11.0%,0.0%
CCOC(=O)c1c(-c2ccccc2)oc2ccc(OCC(O)CN(C)C)cc12 (stereo not given),-0.2%,?,14.1µM*,1.8%,?,0.1%
COc1cccc(C2(O)CCN(Cc3ccncc3)CC2)c1,-3.8%[57.1 µM],0.0%,0.3%,1.3%,27.3%,-3.8%
NC(=O)C1CCN(c2nc(-c3ccccc3-c3ccccc3)cs2)CC1,-17.8%,?,.,.,?,1.0%
CN(C(=O)c1ccncc1)c1nnc(-c2cnccn2)s1,5.9%,10.9%,9.5%,-7.3%,-3.9%,-1.1%
CCOC(=O)c1c(NC(=O)Cn2nnc(-c3ccc(Cl)cc3)n2)sc(C)c1C,14.1%,-6.2%,-9.4%,1.9%,?,-1.6%
CCOC(=O)c1c(NC(=O)CSc2nnnn2C)sc(C(=O)N(C)C)c1C,10.6%,-15.1%,6.5%,2.1%,13.4%,2.3%
CCOC(=O)N1CCC2(CC1)C(C#N)=C(N)OC1=C2C(=O)CC(C)C1 (stereo not given),-32.1%,-11.5%,3.2%,-1.1%,6.57µM*,-0.2%
CCc1ccc(NC(=O)CS(=O)CC(=O)Nc2ccc(N3CCOCC3)cc2)cc1 (stereo not given),-1.1%,9.5%,8.4%,-0.2%,-7.1%,-4.3%
CC(NS(C)(=O)=O)C(c1cccs1)N1CCN(c2ccc(F)cc2)CC1 (stereo not given),-7.3%,-5.2%,9.6%,-2.1%,?,1.9%
COc1ccc(N(C(C)C(=O)Nc2cccnc2)S(C)(=O)=O)cc1 (stereo not given),18.8%,0.3%,15.8%,-5.1%,18.9%,1.8%
Cc1nc2cc(-c3ccccc3)[nH]n2c(=O)c1C,4.0%,3.0%,7.7%,-3.1%,402.4%[activator],-2.6%
Cc1ccc(NC(=O)CSc2nc3ccccc3c3nc4ccccc4n23)cc1,4.4%,-0.2%,?,4.9%,-20.2%,1.7%
CN1CCC(c2c[nH]c3ccccc23)C1 (stereo not given),-26.6%,-5.0%,13.6%,3.7%,25.4%,-3.2%
CCOC(=O)C1=C(COC(=O)/C=C/c2cccc([N+](=O)[O-])c2)NC(=O)NC1C (stereo not given),-0.7%,-5.5%,-21.7%,.,-15.9%,-4.6%
Cc1cc(C)cc(Nc2ncc3c(n2)CCCC3=O)c1,-18.7%,312.3%[activator],-4.0%,-11.5%,.,2.1%
CC(=O)N1CCOc2ccc(S(=O)(=O)N3CCC(C(=O)NCc4ccccc4)CC3)cc21,5.0%,?,-7.8%,0.7%,?,-4.4%
CC(C)C(=O)Nc1ccc(Cc2ccc(NC(=O)C(C)C)c(O)c2)cc1O,-16.8%,.,-17.5%,7.0%,-8.2%,-1.1%
Cc1cc(C(=O)COC(=O)c2ccc(O)cc2)c(C)n1-c1ccccc1F,-11.9%,295.0%[activator],?,3.6%,i,-3.2%
C/C=C(\C)CN1CCC(Oc2ccc(C(=O)NCc3ccccn3)cc2)CC1,-0.8%,-10.4%,8.2%,-5.5%,-26.0%,-5.9%
Cc1cccc(C)c1N1C(=O)CC(N(O)c2ccccc2)C1=O (stereo not given),14.1µM*,-5.1%,?,-4.7%,.,-10.7%
O=C(O)CN1C(=O)/C(=C/c2ccsc2)SC1=S,1.3%,2.7%,-2.6%,-6.1%,-35.2%,-8.6%
CCOC(=O)C1C(=O)NC2(C)CC1c1cc(OC)ccc1O2 (stereo not given),-33.4%,-8.8%,16.9%,-0.9%,235.9%[activator],-1.0%
Cc1sc2ncnc(SCC(=O)NNC(=O)c3ccco3)c2c1C,-2.5%,18.5%,-3.6%,3.1%,-4.6%,2.7%
O=C(Nc1cccnc1)c1cc(-c2ccco2)on1,?,65.0%[activator],.,-8.4%,0.1%,-6.9%
CCCCN(C)CCn1c(=S)[nH]c2cc(OCC)c(OCC)cc2c1=O,-11.5%,2.0%,13.6%,1.6%,39.5%[activator],-8.1%
CC(C)N(C(=O)CSc1nnc(CNc2ccc(F)cc2)o1)C(C)C,0.2%,-17.6%,18.7%,14.9%,15.2%,1.2%
O=C(Nc1ccc(Cl)cc1)c1cc2c(cc1O)[nH]c1ccccc12,-8.1%,10.4µM*,?,1.4%,?,6.5%
COCCOC(=O)c1ccc(NC(=O)COc2ccc([N+](=O)[O-])cc2)cc1,-8.4%,-11.5%,-5.8%,-4.6%,?,4.8%
COc1cc(/C=N/NC(=O)c2cc(C)oc2C)ccc1O,-2.0%,26.7%,15.5%,-0.8%,31.5%,2.1%
COc1ccc(/C=N/NC(=O)c2nc(-c3ccccc3)cc(-c3ccccc3)n2)cc1,5.6%,20.1%,10µM*,3.5%,79.6%[activator],-4.0%
Cc1nc(-n2cc(F)c(=O)[nH]c2=O)c2nc(C)oc2n1,3.3%,17.6%,0.7%,-4.4%,?,7.4%
CC(C)Cc1cc(C(=O)Nc2cccc(O)c2)no1,-13.0%,1.3%,-7.2%,?,214.3%[activator],-11.5%
Cc1cc(C(=O)NC2CC(C)(C)Cc3c2cnn3-c2ccccc2)n[nH]1 (stereo not given),6.4%,-17.0%,7.1%,3.2%,-4.1%,-11.2%
Cc1cccc(C(=O)Nc2ccc(NC(=O)CN3CCOCC3)cc2)c1,-9.5%,46.8%[activator],5.1%,9.0%,41.0%[activator],0.7%
Cc1cccc(NC(=S)NCc2ccc3c(c2)OCO3)c1C,-10.9%,-9.9%,2.7%,1.7%,?,-12.3%
Cc1cccc(N2CC(C(=O)OCC(=O)c3ccc(OC(=O)c4cccs4)cc3)CC2=O)c1C (stereo not given),0.0%,6.5%,8.8%,5.2%,-3.2%[5.75 µM],-2.6%

# The listing continues:
SMILES,Sm TGR inh,Pf growth 48h,HCV inhibitor,LmPK inh,Pf growth 96h,Tb PYK inh
CCN(CC(=O)NC(=O)NC1CCCC1)Cc1ccccc1,0.8%,3.0%,5.1%,.,-9.4%,-4.5%
O=C(NNC(=S)Nc1ccccc1Cl)C1CC1,-1.2%,11.4%,21.3%,-2.3%,26.3%,-4.3%
O=C1C2CCCN2C(=S)N1c1ccc(Cl)cc1 (stereo not given),4.7%,14.7%,-12.1%,-2.6%,-19.5%,-0.8%
COC(=O)c1sccc1NC(=O)Nc1cc(C)cc(C)c1,-0.4%,55.1%[activator],-12.6%,-14.4%,4.65µM*,1.6%
CCOc1ccc(C2=NNC(c3cccs3)=Nc3ccc(OC)cc32)cc1OCC,1.3%,11.7µM*,?,1.5%,-14.5%,-7.8%
COc1ccc(-n2c(C)cc(/C=C3\SC(=S)N(Cc4ccco4)C3=O)c2C)cc1,-20.4%,?,?,1.0%,-2.4%,-8.7%
Cc1ccc(C(C)NC(=O)c2ccc3c(c2)OCO3)cc1C (stereo not given),4.8%,3.8%,0.1%,2.8%,?,-3.8%
CCNC(=S)N=Nc1c(O)n(Cc2ccc(Cl)cc2)c2ccccc12,-1.3%,?,?,-2.6%,?,0.6%
COc1ccc(OC)c(S(=O)(=O)N2CCN(CC(O)CN3CCOCC3)CC2)c1 (stereo not given),?,-12.6%,-15.2%,.,-24.3%,-8.1%
O=C(C1=NN(c2ccccc2)C2C(=O)N(c3cccc(Cl)c3)C(=O)C12)c1ccccc1 (stereo not given),-0.7%,12.7%,2.2%,0.3%,-22.9%,0.6%
Cc1cccc(C)c1-n1ncc(C(=O)NC2CCCC2)c1C1CCNCC1,-17.1%,-9.2%,2.1%,1.0%,7.9%,1.0%
CCCCN1C(=O)/C(=C/c2ccc(N3CCCCCC3)cc2)C(=O)NC1=S,?,5.4%,13.2%,-6.7%,-6.5%,.

# By substructure: those above with an NH in an aromatic ring
SMILES,Sm TGR inh,Pf growth 48h,HCV inhibitor,LmPK inh,Pf growth 96h,Tb PYK inh
Cn1c(=O)[nH]c(=O)c2[nH]c(NCCCN3CCOCC3)nc21,1.1%,4.2%,19.7%,-1.0%,.,4.7%
CCOC(=O)C1CCCN(c2ccc(NC(=O)c3snc4c(=O)[nH]cnc34)cc2)C1 (stereo not given),-17.9%,?,-25.5%,-2.3%,.,-6.2%
Cc1nc2cc(-c3ccccc3)[nH]n2c(=O)c1C,4.0%,3.0%,7.7%,-3.1%,402.4%[activator],-2.6%
CN1CCC(c2c[nH]c3ccccc23)C1 (stereo not given),-26.6%,-5.0%,13.6%,3.7%,25.4%,-3.2%
CCCCN(C)CCn1c(=S)[nH]c2cc(OCC)c(OCC)cc2c1=O,-11.5%,2.0%,13.6%,1.6%,39.5%[activator],-8.1%
O=C(Nc1ccc(Cl)cc1)c1cc2c(cc1O)[nH]c1ccccc12,-8.1%,10.4µM*,?,1.4%,?,6.5%
Cc1nc(-n2cc(F)c(=O)[nH]c2=O)c2nc(C)oc2n1,3.3%,17.6%,0.7%,-4.4%,?,7.4%
Cc1cc(C(=O)NC2CC(C)(C)Cc3c2cnn3-c2ccccc2)n[nH]1 (stereo not given),6.4%,-17.0%,7.1%,3.2%,-4.1%,-11.2%
